Source: PubChem BioAssay
Mcl1 Bid PPI = Mcl-1/Bid interaction inhibition; Q07820; AID 1021; TR-FRET Mcl-1/Bid-Dy647 peptide binding, 1536-well; inhibition, % at 21.7 µM; 220,000 compounds, 0.97% hits;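 active means compounds that cut the binding signal by more than half at the single screening dose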;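 further: His-tagged Mcl-1 with europium anti-His antibody binding Bid BH3 peptide; 0% = Mcl-1 plus peptide wells and 100% = peptide-only wells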
Target sequence (Q07820 whole entry, looked up): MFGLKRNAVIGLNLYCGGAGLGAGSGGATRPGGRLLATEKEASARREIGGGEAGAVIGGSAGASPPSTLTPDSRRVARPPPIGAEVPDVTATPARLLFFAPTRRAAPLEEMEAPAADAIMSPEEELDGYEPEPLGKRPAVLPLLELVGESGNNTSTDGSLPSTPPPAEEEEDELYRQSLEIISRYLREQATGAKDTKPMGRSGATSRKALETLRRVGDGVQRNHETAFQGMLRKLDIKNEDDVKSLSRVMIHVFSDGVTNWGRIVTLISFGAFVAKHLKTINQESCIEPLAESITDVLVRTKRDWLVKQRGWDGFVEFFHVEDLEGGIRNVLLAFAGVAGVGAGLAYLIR
Rac1 mut GTP = alters GTP binding to activated mutant human Rac1; GST-Rac1 activated beads, fluorescent GTP binding, flow cytometry; actives lie on both sides; 100% means binding = to untreated wells; percent activity (GTP binding), % at 10 µM; 190,000 compounds, 0.11% hits; AID 764;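 active means GTP binding at least 20 percentage points away from the 100% baseline, in either direction, so actives lie on both sides; inconclusive means Compound likely fluorescent itself, or too few beads counted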
Rab7 wt modul = modulators of GTP binding to dog Rab7 wildtype GTPase; GST-Rab7 beads, fluorescent GTP binding, flow cytometry; actives lie on both sides; untreated = 100%, excess cold GTP = 0%; GTP binding activity (percent of control), % at 10 µM; 190,000 compounds, 0.055% hits; AID 758;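 active means fluorescent GTP binding to Rab7 beads changed by at least 20 points from the 100% baseline, either direction, mostly lower; inconclusive means compound itself probably fluorescent, or too few beads counted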;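 further: median green fluorescence of bound Bodipy-FL-GTP per Rab7 bead population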
Cdc42 wt = changes GTP binding to wildtype human Cdc42; P60953; GST-Cdc42 beads, Bodipy-GTP binding, flow cytometry; actives lie on both sides; percent activity (GTP binding), % at 10 µM; 190,000 compounds, 0.2% hits; AID 761;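 active means percent activity GTP binding at least 20 points away from the 100% baseline, either down as inhibitor or up as activator; inconclusive means compound flagged as likely green fluorescent from well-wide comparison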;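 further: median bead fluorescence of bound Bodipy-FL-GTP at 100 nM; 0% = excess unlabeled GTP control and 100% = no compound control; below 100% means less GTP binding so inhibitor and above means activator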
Target sequence (P60953 whole entry, looked up): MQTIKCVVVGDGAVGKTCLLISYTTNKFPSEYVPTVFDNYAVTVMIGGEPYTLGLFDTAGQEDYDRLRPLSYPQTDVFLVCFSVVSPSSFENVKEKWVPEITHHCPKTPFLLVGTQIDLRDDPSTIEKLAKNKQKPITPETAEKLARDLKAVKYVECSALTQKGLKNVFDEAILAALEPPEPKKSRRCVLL
HRas wt GTP = human HRas wildtype GTP binding, change in either direction; P01112; GST-Ras wt beads, Bodipy-FL-GTP binding, flow cytometry; actives lie on both sides; GTP binding activity, % at 10 µM; 190,000 compounds, 0.14% hits; AID 759;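 active means GTP binding activity at least 20% away from the 100% baseline, either lowered as inhibitor or raised as activator; inconclusive means flagged as likely green fluorescent, judged across all proteins in the well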;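 further: 0% = unlabeled GTP competition control and 100% = no-compound control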
Target sequence (P01112 whole entry, looked up): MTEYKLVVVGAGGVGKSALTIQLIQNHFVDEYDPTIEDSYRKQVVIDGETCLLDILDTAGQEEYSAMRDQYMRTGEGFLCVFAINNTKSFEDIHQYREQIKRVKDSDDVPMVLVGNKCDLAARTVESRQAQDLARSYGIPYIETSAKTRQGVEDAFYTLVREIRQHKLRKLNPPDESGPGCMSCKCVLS
Rab2A wt mod = changes GTP binding to wildtype dog Rab2A, up or down; P61105; GST-Rab2 wt beads, Bodipy-GTP binding, flow cytometry; GTP binding activity, % at 10 µM; 190,000 compounds, 0.19% hits;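 active means GTP binding activity at least 20 points away from 100%, either lowered or raised; inconclusive means signal likely due to the compound's own green fluorescence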;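 further: 0% = beads with excess unlabeled GTP and 100% = no-compound control corrected for plate trend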
Avidin bead fluor = avidin bead compound fluorescence profile | Avidin beads, compound fluorescence 488/530 nm, flow cytometry; stronger effect = higher value | fluorescence (KMESF) at 10 µM | 220,000 compounds, 0.38% hits; in the data active means fluorescence above about 47; further: inactives centre near 10
Pf gamet viab = kills late stage P. falciparum gametocytes; 150,000 compounds, 0.065% hits; AID 743093; inhibition, % at 10.9 µM; P. falciparum stage V gametocytes, ATP luminescence, 24 h;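 active means inhibition above the mean plus 3 SD of compounds within the control limits, set per campaign, cut at about 38% in these data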;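 further: 0% = DMSO wells and 100% = medium only without gametocytes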
Mcl1 Noxa PPI = Mcl-1/Noxa interaction inhibition. 220,000 compounds, 1.5% hits. Q07820. inhibition, % at 21.7 µM. TR-FRET Mcl-1/Noxa peptide binding, 2 h;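 active means compounds that cut the protein-peptide binding signal by more than 50% relative to plate controls in a single-dose test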;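 further: His-tagged Mcl-1 with rhodamine Noxa BH3 peptide and terbium anti-His antibody; 0% = Mcl-1 plus Noxa peptide wells and 100% = peptide-only wells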
GSH bead fluor = compound fluoresces at 488/530 nm on GSH beads; fluorescence (KMESF) at 10 µM; 190,000 compounds, 0.25% hits; GSH beads flow cytometry, compound fluorescence 488/530 nm; stronger effect = higher value; in the data active means fluorescence above about 89;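 further: glutathione beads carrying GST-tagged Bcl family fusion proteins plus one bare bead set; values are compound well signal with DMSO vehicle wells as background; inactives centre near 16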
Rac1 wt GTP bind = human Rac1 wildtype GTP binding, inhibitors and activators | 190,000 compounds, 0.27% hits | GTP binding activity (% of control), % at 10 µM | GST-Rac1 beads, fluorescent GTP binding, flow cytometry; actives lie on both sides; 0 = cold GTP competed, 100 = untreated | P63000 | AID 757;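 active means GTP binding activity at least 20 points away from the 100% control level, either lower or higher; inconclusive means compound flagged as likely green fluorescent, judged across all proteins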
* = called active by the depositor; ? = inconclusive; nt = not tested or not shown. Random draw from the library; any-hit rate near 3%.

SMILES	Mcl1 Bid PPI	Rac1 mut GTP	Rab7 wt modul	Cdc42 wt	HRas wt GTP	Rab2A wt mod	Avidin bead fluor	Pf gamet viab	Mcl1 Noxa PPI	GSH bead fluor	Rac1 wt GTP bind
c1ccc(CCc2nc(-c3ccc(-n4cccc4)cc3)no2)cc1	-19	94	98	95	96	96	7	nt	1	18	93
CC1CCc2sc3nc(N4CCN(CCO)CC4)n4ncnc4c3c2C1 (centres undefined)	-12	97	99	99	100	99	10	3	16	14	102
CC(C)(C)c1ccc(/C=C/C(=O)Nc2ncccn2)cc1	-22	102	99	101	99	99	2	nt	9	6	106
Cc1ccsc1C(=O)N/N=C/c1ccc2c(c1)OCO2	-22	102	96	99	101	100	11	14	12	12	105
O=C(NC1CCCCC1)C(c1ccc2ncccc2c1)N(Cc1ccccc1)C(=O)c1cccs1 (centres undefined)	-10	99	103	101	104	101	20	nt	14	19	101
O=C(NCc1ccccn1)C(=O)NCC(c1ccco1)N1CCN(c2ccc(F)cc2)CC1 (centres undefined)	-58	94	104	97	96	95	9	9	7	17	95
C=CCn1c(SCc2csc(-c3ccc(Cl)cc3)n2)nnc1-c1ccccc1OC	1	97	100	100	101	98	21	4	-19	11	101
CCC(C)NC(=O)CSc1nnc(-c2cc(-c3cccs3)nc3ccccc23)o1 (centres undefined)	-32	98	95	97	97	96	6	nt	7	44	98
COC(=O)c1cc(C#N)c(NCc2ccccc2)nc1C	-22	98	96	98	97	97	3	3	-8	26	100
COc1cccc2c1OCC/C2=N\NC(=O)COc1ccccc1C	-10	98	97	97	97	93	2	nt	15	6	96
O=C(c1cc(Br)c(Br)s1)N1CCN(C/C=C/c2ccccc2)CC1	-33	91	93	91	94	91	12	nt	17	33	92
CCOC(=O)C1CCCN(Cc2nc(N)nc(Nc3ccccc3OC)n2)C1 (centres undefined)	-8	98	102	101	101	101	6	nt	12	18	105
CN1CCN(C(=O)c2ccc3c(c2)S(=O)(=O)c2ccccc2C3=O)CC1	-11	94	91	90	89	91	7	0	-6	15	93
Clc1ccc(OCc2nc(-c3ccncc3)no2)cc1	-4	97	103	98	100	101	14	nt	4	37	105
CCCN(CCC)C(=O)c1ccc2c(c1)OCO2	-3	99	99	102	100	100	24	nt	2	23	100
COc1cccc2sc(N(CCN(C)C)C(=O)/C=C/c3cccs3)nc12	-15	97	98	99	99	99	10	2	11	26	101
S=C(NCCc1ccccc1)Nc1ccc(Nc2ccccc2)cc1	-37	94	102	93	96	95	9	nt	6	11	96
O=C1c2ccccc2C(=O)N1c1ccc(Br)c2cccnc12	-3	94	100	94	95	95	23	9	10	12	96
CCOC(=O)c1ccccc1NC(=O)/C=C/c1cc(OC)c(OC)c(OC)c1	-19	97	98	100	102	98	21	8	-14	11	97
CCOC(=O)Cc1csc(SCC(=O)/C(C#N)=C(\C)N)n1	-5	98	99	99	98	101	3	nt	2	37	100
CCOc1ccc(OCC)c(S(=O)(=O)NC2CC(C)(C)NC(C)(C)C2)c1	-11	99	100	102	100	101	9	8	7	24	104
O=C(c1sc(N2CCOCC2)nc1-c1ccccc1)N1CCCCC1	-1	99	100	101	98	97	13	9	14	14	103
Clc1ncccc1-c1nc2ccccc2s1	-12	95	96	91	91	92	9	-24	-10	13	93
CCC(C)C(=O)N1c2ccccc2C(=C2SC(C(=O)OC)=C(C(=O)OC)S2)C(=S)C1(C)C (centres undefined)	-13	95	98	95	95	96	5	nt	27	40	94
Cc1ccc(Cl)cc1NC(=S)N(Cc1cccnc1)Cc1ccccc1Cl	-22	95	103	97	97	98	6	-12	33	10	96
O=C(Cn1ncc2c(=O)oc3ccccc3c21)NCCC1=CCCCC1	-11	99	100	102	101	101	12	-5	10	31	104
COc1ccc(CNC(=O)C(=O)NCc2ccncc2)cc1	-9	96	99	96	97	100	9	-6	-2	27	103
O=C1CC(c2ccccc2)CN1S(=O)(=O)c1ccccc1 (centres undefined)	-11	99	102	102	97	98	4	nt	9	27	103
COCCNC(=O)c1c(N)n(CCCn2ccnc2)c2nc3ccccc3nc12	-12	92	92	92	92	88	35	20	33	11	91
CCn1c2ccccc2c2cc(CN3CCN(S(=O)(=O)CC)CC3)ccc21	48	98	101	100	99	101	4	-8	33	12	101
CCN(CC)S(=O)(=O)c1ccc(Cl)c(C(=O)Nc2ccc(Cl)cc2[N+](=O)[O-])c1	-13	99	98	101	100	99	9	15	0	5	100
CSCCC(NC(N)=O)C(=O)NCc1cccc(Cl)c1 (centres undefined)	-50	102	105	105	104	105	7	nt	6	6	107
COc1ccc(OCCC(=O)NCc2ccccc2)cc1	-2	102	101	104	102	102	35	nt	8	18	105
O=C(O)C1C2C=CC3(CN(Cc4ccccn4)C(=O)C13)O2 (centres undefined)	-10	94	99	98	97	94	15	nt	-2	15	94
Cc1cccc(C)c1NC(=O)CC(NCCc1ccccc1)C(=O)O (centres undefined)	-13	104	102	103	102	103	3	nt	15	10	107
Cc1ccccc1C(=O)NC1CCN(CC(=O)Nc2ccc3c(c2)OCO3)CC1	-14	96	93	95	97	93	22	-7	0	16	97
Cc1ccc(CNC(=O)COc2ccc(C)nc2[N+](=O)[O-])cc1	23	99	97	97	98	97	1	-9	7	18	103
CCOc1cc(-c2noc(CCCC(N)=O)n2)cc(Br)c1OC	-41	96	98	104	103	100	13	nt	-11	51	99
O=C(CN1CCCC1)Nc1ccc2c(c1)CCC2	-18	97	105	99	99	104	10	1	5	11	100
O=C(NNC(=O)c1cccc2ccccc12)c1ccco1	-18	100	107	104	103	102	11	2	-1	30	104

Two records picked at random from those above:
SMILES	Mcl1 Bid PPI	Rac1 mut GTP	Rab7 wt modul	Cdc42 wt	HRas wt GTP	Rab2A wt mod	Avidin bead fluor	Pf gamet viab	Mcl1 Noxa PPI	GSH bead fluor	Rac1 wt GTP bind
O=C(Cn1ncc2c(=O)oc3ccccc3c21)NCCC1=CCCCC1	-11	99	100	102	101	101	12	-5	10	31	104
CCn1c2ccccc2c2cc(CN3CCN(S(=O)(=O)CC)CC3)ccc21	48	98	101	100	99	101	4	-8	33	12	101

Carrying on:
SMILES	Mcl1 Bid PPI	Rac1 mut GTP	Rab7 wt modul	Cdc42 wt	HRas wt GTP	Rab2A wt mod	Avidin bead fluor	Pf gamet viab	Mcl1 Noxa PPI	GSH bead fluor	Rac1 wt GTP bind
COc1cc2c(C)nc3c(c(C)nn3-c3ccccc3)c2cc1OC	-7	89	95	83	85	83	5	-10	0	16	72*
O=C(C1=C(O)C(=O)N(CCCN2CCOCC2)C1c1ccccn1)c1cc2ccccc2o1 (centres undefined)	-11	99	103	101	99	100	13	18	5	28	105
CCOC(=O)CC1C(=O)NCCN1C(=O)Nc1ccc(Cl)cc1 (centres undefined)	2	95	97	100	98	97	13	-6	18	44	99
CCOc1ccc2nc(SCC(=O)NCc3ccc(OC)c(OC)c3)[nH]c2c1	-30	96	106	94	98	96	23	nt	-6	12	92
Cc1nnc2sc(-c3cccc(NC(=O)c4cccnc4)c3)nn12	-1	97	98	99	97	95	24	-1	21	22	97
O=C1/C(=C\c2ccc(Br)o2)Cc2ccccc21	-80	99	98	94	97	93	5	nt	9	8	99
COc1cccc(-n2nc(C(C)=O)c(=O)[nH]c2=O)c1	-2	92	99	93	94	92	23	4	9	10	95
CCCCC(=O)Nc1ccc(C(=O)N2CCCC(C(=O)OCC)C2)cc1 (centres undefined)	-1	101	104	103	105	104	11	4	5	50	102
Cc1n[nH]c(=O)nc1NCCc1ccccc1	-35	100	96	101	100	99	15	5	0	11	105
COc1cc(NS(=O)(=O)c2ccc(NC(=O)c3ccc(C)o3)cc2)nc(OC)n1	0	93	98	96	98	97	10	nt	27	44	95
CSC1=C(C#N)C(C)C2=C(CC(C)(C)CC2=O)N1 (centres undefined)	-28	99	100	101	100	100	12	23	4	31	102
COc1cc(C(=O)Nc2cccc(-c3nncn3C)c2)cc(OC)c1OC	0	96	95	101	98	98	4	nt	-4	23	98
Cc1cccc2cc(CN(CCCO)C(=O)Nc3ccc(Cl)cc3)c(=O)[nH]c12	-5	99	102	99	102	100	35	nt	8	24	106
C=CCN(C(=O)Nc1ccc(Cl)cc1)C1CC(=O)N(c2ccc(OC)cc2)C1=O (centres undefined)	-2	97	94	98	95	96	9	-8	-12	7	99
Cn1c2ccccc2n2c(=O)c(Cl)c(-c3ccccc3)c(C#N)c12	-8	90	93	97	92	89	18	-10	8	5	96
Cc1cccc(C)c1N1CCN(c2n[nH]c(N)n2)CC1	-35	94	101	99	98	99	5	5	17	10	100
CCn1cc(C(=O)NCC2CCCO2)c(=O)c2cc(S(=O)(=O)N3CCCCCC3)ccc21 (centres undefined)	-9	93	95	96	93	93	11	-13	4	52	94
O=S(=O)(Nc1ccccn1)c1ccc(Cl)cc1	-28	98	99	100	99	98	9	7	-4	38	101
COC(=O)CN(C#N)c1nc(NC(C)C)nc(NC(C)C)n1	-11	96	107	102	100	101	11	nt	14	26	100
O=C(COC(=O)c1ccc(S(=O)(=O)N2CCOCC2)cc1)NC1CCCC1	5	96	94	98	99	95	nt	nt	4	9	100
Cc1oc(-c2ccc3c(c2)OCCO3)cc1C(=O)NC(CCC(=O)O)C(=O)O (centres undefined)	-16	98	102	102	100	102	9	nt	20	23	106
CCCc1ccc(Oc2cn[nH]c2-c2ccc(O)c(C)c2O)cc1	11	97	100	101	98	102	9	nt	15	12	87
COc1cccc(C(=O)Nc2cccc(C(=O)NC3=NN(c4c(Cl)cc(Cl)cc4Cl)C(=O)C3)c2)c1	-45	?	?	?	?	?	20	5	34	12	?
COc1ccc(C(=O)Nc2ccc3c(c2)Cc2ccccc2-3)cc1	-26	?	?	?	?	?	11	10	13	17	?
COc1cc(NC(=O)C2C3C=CC(C3)C2C(=O)O)c(OC)cc1Cl (centres undefined)	-24	96	102	101	102	101	11	-1	24	15	106
CC(c1n[nH]c(=S)n1-c1ccccc1)N1CCCCC1 (centres undefined)	-41	93	99	96	97	94	14	4	3	9	92
COc1ccc(/C=C/C(=O)c2ccc(OC)cc2OC)cc1	-4	93	103	95	95	96	6	nt	-12	19	96
CCCOc1ccc(OCCCCNC(C)CC)cc1 (centres undefined)	60*	97	103	96	99	101	15	nt	28	37	103
CCOC(=O)c1cc(-c2ccccc2)n(CCC(=O)N2CCN(c3ccc(OC)cc3)CC2)c1C	-44	101	102	102	102	103	13	nt	20	14	106
CCCCN(C)C(=O)C1CCN(Cc2ccccn2)CC1	40	99	92	102	98	96	7	9	24	5	100
COc1cccc(NC(=O)NC2(C(F)(F)F)Oc3ccccc3O2)c1	-19	97	98	104	103	100	5	nt	-5	16	110
